uPA surface inh – qHTS for Inhibitors of Cell Surface uPA Generation; Potency, µM (titrated, usually from 38.3 µM), without a hit: top-dose activity change, negative = inhibition, actives largely listed as inhibitors; cell surface uPA generation assay, qHTS; hit rate 0.31% among 330,000; active = well fitted inhibition curve with a large enough effect; inconclusive = small, poorly fitted or top-dose-only effect; inactive = no such curve, though single readings can be large or run the other way; tested in mouse RAW 264.7 cells; also: % is scaled to controls: 0 for no effect and ±100 for the full control effect; nearly all actives have a fitted effect of over 55% in size
VP16 counter – VP16 counterscreen qHTS for inhibitors of ROR gamma transcriptional activity | Drosophila S2 Gal4-VP16 UAS-luciferase, luminescence, 20 h | Potency, µM (doses to about 53.6 µM), inactives show at the highest dose activity, negative = inhibition, most hits filed as inhibitors | hit rate 3.5% among 310,000 | AID 2546, 2010;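 also: Gal4-VP16 expression switched on by copper sulfate through the metallothionein promoter; % is scaled to controls: 0 for no effect and ±100 for the full control effect; nearly all actives have a fitted effect of over 50% in size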
MBNL1 CUG block – qHTS Assay for Inhibitors of MBNL1-poly(CUG) RNA binding. TR-FRET MBNL1-His/biotin-(CUG)12 binding, 665/545 ratio. AID 2675, 2010. hit rate 0.036% among 280,000. Potency, µM (top dose mostly 57.5 µM), for the others: top-dose activity change, negative = inhibition, usual class: inhibitors; active = well fitted inhibition curve with a large enough effect in the signal ratio, with a control signal flat, not every such curve was filed as active; inconclusive = small, poorly fitted or top-dose-only effect, or effect the other way, or a change in a side signal; inactive = no such curve, though single readings can be large or run the other way; the % refers to the signal ratio; also: % is scaled to controls: 0 for no effect and ±100 for the full control effect
Target sequence (Q9NR56 whole entry, looked up): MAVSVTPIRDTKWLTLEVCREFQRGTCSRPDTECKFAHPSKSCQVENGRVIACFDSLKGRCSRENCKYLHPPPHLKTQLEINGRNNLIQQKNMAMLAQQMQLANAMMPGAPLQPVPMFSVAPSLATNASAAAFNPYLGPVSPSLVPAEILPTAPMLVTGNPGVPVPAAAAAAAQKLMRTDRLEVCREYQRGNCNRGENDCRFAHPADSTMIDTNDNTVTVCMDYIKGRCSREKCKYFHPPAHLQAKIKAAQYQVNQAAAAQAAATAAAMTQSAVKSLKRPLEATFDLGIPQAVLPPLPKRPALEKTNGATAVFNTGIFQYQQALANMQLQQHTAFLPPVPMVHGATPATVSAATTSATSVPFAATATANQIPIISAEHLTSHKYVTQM
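TR-FRET readout: Ex 340 nm, 665/545 nm emission ratio, normalized to buffer-only (basal) and MBNL1-(CUG)12 controls. Complex of MBNL1-His with Biotin-(CUG)12, compounds 92 nM–58 uM, incubated 60 min at room temperature.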
FLuc counter – qHTS profiling assay for firefly luciferase inhibitor/activator using purifed enzyme and Km concentrations of substrates (counterscreen for miR-21 project); Potency, µM (top dose mostly 57.5 µM), for the others: at the highest dose activity change, negative = inhibition, usual class: inhibitors; Luciferin 4-monooxygenase (Photinus pyralis), P08659; purified FLuc, Km substrates, luminescence inhibition; hit rate 6.9% among 360,000;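 also: plate controls were vehicle for no effect and reference inhibitor for full effect; nearly all actives have a fitted effect of over 55% in size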
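Purified P. pyralis luciferase, 10 nM final, with Km-level 10 uM D-luciferin and 10 uM ATP in 50 mM Tris acetate pH 7.5, 10 mM Mg acetate, 0.01% Tween-20, 0.05% BSA; 6-point qHTS titration about 60 µM downward; luminescence read.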
RORgamma inh – qHTS for inhibitors of ROR gamma transcriptional activity; Nuclear receptor ROR-gamma (Mus musculus), P51450; Drosophila S2 Gal4-RORgamma UAS-luciferase reporter, 20 h; Potency, µM (series often up to 53.6 µM), inactives show top-dose activity change, negative = inhibition, most hits filed as inhibitors; hit rate 5.4% among 310,000; also: % is scaled to controls: 0 for no effect and ±100 for the full control effect; nearly all actives have a fitted effect of over 60% in size
Target sequence (P51450 whole entry, looked up, the tested form may be a part): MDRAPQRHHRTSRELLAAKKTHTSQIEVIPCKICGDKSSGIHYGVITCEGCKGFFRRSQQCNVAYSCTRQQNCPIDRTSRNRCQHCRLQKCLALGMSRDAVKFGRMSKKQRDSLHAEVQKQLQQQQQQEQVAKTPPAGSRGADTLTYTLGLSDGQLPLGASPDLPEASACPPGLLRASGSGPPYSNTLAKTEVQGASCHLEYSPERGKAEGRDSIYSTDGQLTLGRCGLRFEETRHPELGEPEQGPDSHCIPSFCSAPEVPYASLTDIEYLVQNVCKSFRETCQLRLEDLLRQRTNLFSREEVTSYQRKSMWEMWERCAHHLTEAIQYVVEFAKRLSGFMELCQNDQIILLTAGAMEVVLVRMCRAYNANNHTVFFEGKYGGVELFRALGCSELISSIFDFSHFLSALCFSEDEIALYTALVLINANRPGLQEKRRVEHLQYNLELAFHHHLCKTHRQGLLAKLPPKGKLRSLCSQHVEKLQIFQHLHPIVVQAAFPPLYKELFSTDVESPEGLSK
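In this cell-based reporter format, copper sulfate (700 uM final) drives Gal4–ROR gamma fusion expression from a metallothionein promoter in Drosophila Schneider cells; compounds preincubated 1 hr, reporter read after 20 hr at ambient temperature.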
Rab9 promoter act – qHTS Assay for Rab9 Promoter Activators. Huh7 Rab9 promoter-luciferase reporter, luminescence, 24 h. Potency, µM (highest dose often 9.22 µM), for inactives: top-dose activation, negative = inhibition, usual class: activators. hit rate 2.8% among 320,000; also: % of control where 0% means no effect; nearly all actives have a fitted effect of over 60% in size
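Rab9 promoter-driven luciferase in stably transfected Huh7 cells; 1500 cells/well rested 2 h, exposed to compound in DMSO for 24 h at 37 °C, 5% CO2. Luminescence read 10 min after adding luciferase reagent at ambient temperature.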
NPC1 prom act – qHTS Assay for NPC1 Promoter Activators; Huh7 NPC1 promoter luciferase reporter, 24 h; Potency, µM (top dose mostly 9.22 µM), without a hit: at the top dose activation, hits mostly activators; hit rate 2.4% among 320,000; AID 485313, 2010;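 also: % of control where 0% means no effect; nearly all actives have a fitted effect of over 60% in size; reporter is driven by a mutant NPC1 promoter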
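NPC1 promoter–luciferase Huh7 cells; 24 h compound; luminescence.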
BRCA1 expr act – qHTS Assay to Identify Small Molecule Activators of BRCA1 Expression | MCF7-BRCA1-FFLuc reporter, luminescence, 48 h; response scale: scaled: vehicle 0%, 10 µM genistein 100% | Potency, µM (highest dose often 46.1 µM), for the others: top-dose activation, hits mostly activators | hit rate 1.1% among 380,000; also: nearly all actives have a fitted effect of over 80% in size; some results filed as inactive show a strong effect at the top dose
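Compounds are tested at multiple concentrations on MCF7 BRCA1-luciferase reporter cells seeded at 2000 per well; after 48 h, a single luminescence end-point is taken and curves fitted to the normalized data.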
p53 reactivator – qHTS assay for re-activators of p53 using a Luc reporter. H1299 p53-A138V BP100-luciferase reporter, luminescence, 24 h. Potency, µM (doses to about 92.2 µM), for inactives: at the highest dose activity change, positive = activation, actives largely listed as activators. hit rate 0.063% among 320,000; also: % of control where 0% means no effect; nearly all actives have a fitted effect of over 45% in size
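H1299 (p53-null), stable ts p53-A138V + BP100-Luc; 1000 cells/well, Opti-MEM/10% FBS; cpd 4 pt, 1:5; 24 h, 37 deg C, 5% CO2; detection reagent 10 min RT; luminescence.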
ELG1 genotox – qHTS screen for small molecules that induce genotoxicity in human embryonic kidney (HEK293T) cells expressing luciferase-tagged ELG1 | AID 504466, 2011 | Potency, µM (titrated, usually from 46 µM), inactives show at the top dose activity change, positive = activation, hits mostly activators | HEK293T ELG1-luciferase reporter, luminescence, 16 h | hit rate 1.3% among 330,000; also: % of control where 0% means no effect; nearly all actives have a fitted effect of over 60% in size
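Cells (2,000/well) expressing the ELG1-luciferase fusion are dosed by pin tool and kept 16 hr at 37 °C, 5% CO2. Signal comes from ONE-Glo luciferase reagent after 30 min at room temperature.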
* marks the source's active call; other numbers are inactive results; ? = inconclusive; nt = no result given; [ ] = remark or other dose. Unless noted, calls follow the shape of the dose curve; as a rule, active = well fitted curve in the direction sought with a large enough effect; inconclusive = small, poorly fitted or top-dose-only effect, or another doubt; inactive = no such curve, though single readings can be large; an effect the other way counts as inactive or inconclusive. Potency is read from the fitted curve at half-maximal effect. Rows are unselected; about 13% have a hit in one of these screens.

Second line of a record – uPA surface inh	VP16 counter	MBNL1 CUG block	FLuc counter	RORgamma inh	Rab9 promoter act	NPC1 prom act	BRCA1 expr act	p53 reactivator	ELG1 genotox
- COc1cc(OC)cc(OCC(O)Cn2cnc3cc(C)c(C)cc32)c1 (stereo unspecified)
 : 6.1%	-8.6%	-8.4%	3.7%	30.4%	3.1%	-1.0%	-43.5%	-0.1%	-6.7%
- CCOc1ccc(NC(=O)C2CCN(c3nnnn3-c3ccccc3)CC2)cc1
 : -1.8%	-0.6%	3.8%	-0.2%	29.3%	-11.0%	-5.6%	8.1%	-4.5%	-3.7%
- Cc1ccc(C(=O)NCCNC(=O)COc2ccc(Cl)cc2)cn1
 : -2.1%	2.6%	0.1%	-1.0%	18.3%	-0.9%	0.2%	3.8%	-4.4%	-0.7%
- O=C(Nc1ccc(S(=O)(=O)Nc2nccs2)cc1)c1ccc(F)c(S(=O)(=O)N2CCOCC2)c1
 : 21.5%	-5.2%	-1.6%	-2.6%	17.1%	-5.8%	-1.9%	-6.5%	2.5%	-3.8%
- COc1ccc(OC)c(S(=O)(=O)N/N=C(/C)c2c[nH]c3ccccc23)c1
 : -6.1%	-1.1%	0.1%	1.4%	-0.5%	-2.6%	0.2%	13.7%	-7.1%	0.0%
- COc1ccccc1-n1cnnc1SCC(=O)N1CCOCC1
 : -1.6%	-2.2%	-1.4%	-2.0%	1.0%	-3.2%	-2.1%	-12.8%	-1.4%	5.5%
- Cn1c(SCC(=O)N2CC(=O)Nc3ccccc32)nc2ccccc2c1=O
 : 6.2%	nt	nt	3.3%	nt	-1.7%	1.8%	-19.5%	-2.2%	0.7%
- CC(C)(C)C(=O)CC(=O)Nc1ccc(Cl)c(N)c1
 : -7.0%	-13.2%	2.9%	?	0.3%	?	?	?	?	?
- COc1ccc(NC(=O)C2C(c3ccccc3)C2(Cl)Cl)c(OC)c1 (stereo unspecified)
 : -2.8%	6.6%	-5.6%	3.6%	?	1.7%	0.7%	-19.1%	nt	-0.7%
- O=C(Cc1n[nH]c(=O)c2ccccc12)OCC(=O)c1ccc(OC(F)F)cc1OC(F)F
 : -0.8%	nt	nt	-5.8%	nt	-2.9%	6.5%	-3.5%	-5.9%	-1.9%
- Cc1cc(OCC(=O)NC(C)(C)C)ccc1Cl
 : 3.4%	6.5%	-16.8%	?	2.1%	26.9%	13.3%	74.7%	28.0%	16.5%
- COc1ccc(N(CC(=O)NCc2ccccc2)S(=O)(=O)c2c(C)noc2C)cc1
 : 2.7%	-8.1%	-2.3%	2.1%	1.5%	5.3%	-3.3%	3.5%	-1.3%	-3.4%
- CN(CC(=O)Nc1cccc(F)c1)C(=O)Cn1cnc2c1c(=O)n(C)c(=O)n2C
 : -1.6%	nt	nt	0.8%	nt	-4.5%	-0.3%	-2.9%	6.6%	1.0%
- COCc1cc(C)n(CC(=O)Nc2ccc3c(c2)OCO3)c(=O)c1C#N
 : -9.3%	5.9%	116.2%[activator]	-0.4%	-3.7%	-3.8%	3.4%	-2.8%	-2.9%	-0.8%
- CCOC(=O)C1=C(Nc2ccccc2)CC(C)(O)C(C(=O)OCC)C1c1ccccc1 (stereo unspecified)
 : 0.8%	4.5%	2.8%	-10.0%	-4.4%	-3.1%	-4.4%	43.0%	-2.0%	-6.3%
- COc1ccc(-n2c(Cc3cccn3C)nnc2SCC(=O)Nc2ccccc2OC)cc1
 : -9.7%	-2.5%	3.0%	4.6%	19.6%	-2.3%	-7.8%	4.2%	-4.9%	-0.8%
- Cc1nc(SCC(=O)c2ccc(Cl)s2)c2oc3ccccc3c2n1
 : 4.6%	-4.4%	17.5%	9.53µM*	?	?	?	0.3%	-0.2%	-0.4%
- CCCNC(=O)C1CC(=O)N(c2ccc(OCC(=O)Nc3cc(C)cc(C)c3)cc2)C1 (stereo unspecified)
 : 15.0%	-10.2%	1.6%	2.0%	-15.1%	2.4%	0.9%	14.6%	-6.5%	0.1%
- CN(C(=O)c1ccc(NC(=O)Cc2cccc(NC(=O)C3CCCN(C(=O)C4CC4)C3)c2)cc1)C1CCCC1 (stereo unspecified)
 : 11.4%	nt	nt	-12.4%	nt	-0.5%	0.2%	-6.6%	-4.7%	0.8%
- Cc1csc2ncc(C(=O)Nc3ccc(C(F)(F)F)cc3)c(=O)n12
 : 15.8%	16.4%	-4.9%	-5.1%	26.8%	-1.6%	2.0%	-41.2%	3.3%	17.6%
- CCCCNC(=O)N1CCOCCOCCN(C(=O)NCCCC)CCOCCOCC1
 : 1.8%	-0.3%	-3.8%	-0.5%	2.5%	-1.0%	1.7%	-2.2%	-0.9%	-1.6%
- O=C(Nc1ccc(N2CCN(C(=O)c3ccccc3F)CC2)cc1)c1cncc(Br)c1
 : -25.8%	-3.1%	-2.7%	2.8%	42.7%	0.4%	2.2%	-30.0%	-40.7%[inhibitor]	-24.4%
- O=C(O)c1cc(-c2ccncc2)nc2ccc(S(=O)(=O)N3CCOCC3)cc12
 : nt	-5.2%	?	0.7%	-8.5%	-3.9%	-3.5%	-3.7%	-15.8%	-0.3%
- O=C(Nc1cccc2ccccc12)NC1Cc2ccccc2C1
 : -4.3%	7.5%	0.8%	-0.6%	1.7%	17.3%	-1.8%	10.3%	9.1%	?
- O=C(COC(=O)c1nc(Cl)ccc1Cl)NCc1ccc(Cl)cc1Cl
 : 4.3%	nt	nt	1.2%	nt	-5.5%	-0.6%	-7.3%	-0.5%	-0.2%
- O=C(CN1C(=O)C2CCCCC2C1=O)Nc1nccs1 (stereo unspecified)
 : 10.0%	-11.5%	-4.5%	1.0%	7.7%	-4.2%	-3.0%	-4.6%	-2.5%	-1.7%
- Cc1noc(C)c1COc1ccc2ccc(=O)oc2c1
 : 2.6%	6.2%	-1.9%	0.1%	-27.0%	-0.9%	1.9%	-18.6%	-5.7%	10.8%
- Cc1ccccc1/C=N/Nc1ncnc2nc[nH]c12
 : -17.4%	0.6%	-2.4%	15.1µM*	15.4%	?	?	38.4%	16.5%	?
- Cn1nc(C(=O)Nc2ccc(S(=O)(=O)Nc3ncccn3)cc2)ccc1=O
 : -0.2%	4.5%	5.6%	0.6%	11.5%	-3.5%	2.0%	1.6%	-3.4%	2.5%
- CC(C)(C)[C@]1(O)CCN2C[C@H]3c4ccccc4CCc4cccc(c43)[C@@H]2C1
 : 7.6%	?	10.7%	2.8%	39.8%	-33.2%[inhibitor][46.1 µM]	-25.1%[46.1 µM]	-9.0%	-0.5%	-5.5%

Two entries drawn at random from those above:
Second line of a record – uPA surface inh	VP16 counter	MBNL1 CUG block	FLuc counter	RORgamma inh	Rab9 promoter act	NPC1 prom act	BRCA1 expr act	p53 reactivator	ELG1 genotox
- COc1ccc(OC)c(S(=O)(=O)N/N=C(/C)c2c[nH]c3ccccc23)c1
 : -6.1%	-1.1%	0.1%	1.4%	-0.5%	-2.6%	0.2%	13.7%	-7.1%	0.0%
- COCc1cc(C)n(CC(=O)Nc2ccc3c(c2)OCO3)c(=O)c1C#N
 : -9.3%	5.9%	116.2%[activator]	-0.4%	-3.7%	-3.8%	3.4%	-2.8%	-2.9%	-0.8%

(continued)
Second line of a record – uPA surface inh	VP16 counter	MBNL1 CUG block	FLuc counter	RORgamma inh	Rab9 promoter act	NPC1 prom act	BRCA1 expr act	p53 reactivator	ELG1 genotox
- COc1ccc(C)cc1NC(=O)C(OC(=O)c1ccc(Cl)c(S(=O)(=O)N(C)c2ccccc2)c1)c1ccccc1 (stereo unspecified)
 : -4.4%	1.9%	-5.0%	0.5%	?	1.6%	0.6%	-20.6%	-10.9%	-0.7%
- O=C(/C=C/c1ccco1)NC(=S)Nc1ccc(C(=O)O)cc1
 : 0.7%	5.6%	?	?	-13.0%	23.5%	7.9%	78.8%	13.4%	9.9%
- COc1ccc(OC)c(N2Cc3ccccc3C2)c1
 : 4.6%	5.3%	-14.2%	-17.6%	-54.2%	0.5%	0.7%	-2.6%	-2.6%	0.4%
- C(=C\c1ccccc1)/C=N/Nc1nc2ccccc2[nH]1
 : 3.98µM*	5.01µM*	2.6%	3.79µM*	3.16µM*	4.47µM*	3.16µM*	?	8.91µM*	18.4µM*
- c1ccc(-n2c(-c3ccncc3)nnc2-c2ccco2)cc1
 : nt	-2.3%	-2.7%	0.2%	1.3%	-2.7%	11.9%	4.8%	1.1%	-5.1%

Screening data (PubChem)
